KAT2A inh = qHTS Assay for Inhibitors of GCN5L2. Histone acetyltransferase KAT2A (Homo sapiens), Q92830. Potency, µM (titrated, usually from 58.9 µM), inactives show top-dose activity change, negative = inhibition, usual class: inhibitors. GCN5L2 HAT assay, ThioGlo1 CoA-SH fluorescence. 390,000 compounds, 0.21% hits
Target sequence (Q92830 whole entry, looked up): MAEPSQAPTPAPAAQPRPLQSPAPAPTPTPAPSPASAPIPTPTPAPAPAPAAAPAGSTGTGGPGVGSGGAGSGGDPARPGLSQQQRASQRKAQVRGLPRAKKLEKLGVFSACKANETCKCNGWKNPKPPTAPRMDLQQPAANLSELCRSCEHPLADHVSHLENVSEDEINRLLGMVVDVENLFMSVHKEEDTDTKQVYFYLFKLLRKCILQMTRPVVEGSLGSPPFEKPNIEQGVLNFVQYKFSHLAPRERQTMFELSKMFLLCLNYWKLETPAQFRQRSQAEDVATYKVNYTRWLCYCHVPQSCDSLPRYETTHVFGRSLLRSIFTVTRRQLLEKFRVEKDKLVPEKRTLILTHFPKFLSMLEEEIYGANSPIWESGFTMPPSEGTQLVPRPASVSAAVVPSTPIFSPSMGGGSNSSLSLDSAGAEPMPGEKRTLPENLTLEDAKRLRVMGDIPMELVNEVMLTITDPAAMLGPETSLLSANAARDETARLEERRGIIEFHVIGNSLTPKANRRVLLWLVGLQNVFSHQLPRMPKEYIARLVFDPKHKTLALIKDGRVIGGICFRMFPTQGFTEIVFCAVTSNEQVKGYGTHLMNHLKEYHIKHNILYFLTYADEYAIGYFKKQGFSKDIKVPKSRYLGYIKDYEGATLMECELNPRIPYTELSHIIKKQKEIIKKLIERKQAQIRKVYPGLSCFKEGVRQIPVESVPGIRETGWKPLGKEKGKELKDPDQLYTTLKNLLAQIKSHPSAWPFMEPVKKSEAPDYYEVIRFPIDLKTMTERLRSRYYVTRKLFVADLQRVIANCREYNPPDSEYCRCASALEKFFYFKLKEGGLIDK
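Free CoA generated was detected with ThioGlo1 (50uM) fluorescence at Ex340nm/Em540nm, read immediately and after 20 min at room temperature. Enzyme, 20 nM in HEPES pH 7.5 buffer, saw compounds 15 min before adding 75uM H3(1-25) peptide and 70uM acetyl-CoA.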
N370S GC mod = qHTS Assay for Inhibitors and Activators of N370S glucocerebrosidase as a Potential Chaperone Treatment of Gaucher Disease. N370S GC spleen homogenate, 4MU-glucoside fluorescence. AID 2101, 2009. 330,000 compounds, 0.092% hits. Potency, µM (highest dose often 59.4 µM), without a hit: at the highest dose activity change, negative = inhibition, usual class: inhibitors;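 note: 0% = full enzyme activity and -100% = no enzyme basal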
FEN1 inhibitor = qHTS Assay for the Inhibitors of Human Flap endonuclease 1 (FEN1). Recombinant FEN1 flap cleavage, fluorescence, 15 min. Potency, µM (series often up to 114 µM), inactives show top-dose activity change, negative = inhibition, hits mostly inhibitors. 390,000 compounds, 0.35% hits; note: nearly all actives have a fitted effect of over 65% in size
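Recombinant FEN1 (10 nM) was preincubated with pin-transferred compounds for 15 min at room temperature, then flap DNA substrate (50 nM final) was added. Plates were read at 0 and 15 min, and normalized concentration–response data were fitted to a four-parameter Hill equation.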
* = called active by the depositor; u = inconclusive; x = not tested or not shown; & = joins results of further samples. Calls come from the whole dose curve; as a rule, active = well fitted curve in the direction sought with a large enough effect; inconclusive = small, poorly fitted or top-dose-only effect, or another doubt; inactive = no such curve, though single readings can be large; an effect the other way counts as inactive or inconclusive. Unless noted, % is set by controls: 0 for no effect and ±100 for the full control effect; potency is the fitted concentration of half-maximal effect. This is a subset, so the mix of outcomes need not match the whole.

SMILES | KAT2A inh | N370S GC mod | FEN1 inhibitor
CC(C)Oc1ccc(CNC(=O)c2cc3ccccn3n2)cc1 | -2% | x | -2%
CCNC(=O)Nc1ccc(S(=O)(=O)Nc2cnc(C)nc2C)cc1 | -4% | 2% | 4%
O=C(Nc1cccc(Cl)c1)c1ccc2c(=O)n3c(nc2c1)CCCCC3 | -5% | 24% | -1%
NC(=O)c1c(C(F)(F)F)cc(-c2ccccc2)nc1NCCO | -11% | 3% | -3%
N#C/C(C(=O)NCc1ccccc1)=C1/N=C(NC(=O)c2ccco2)c2ccccc21 | -4% | 2% | -16%
O=[N+]([O-])c1ccccc1CSc1nnc2ccccn12 | -3% | -1% | 0%
NC(=O)c1nnn(-c2nonc2N)c1-c1ccc([N+](=O)[O-])cc1 | 1% | -3% | 17%
COc1cccc(OCCNS(=O)(=O)c2cccc([N+](=O)[O-])c2)c1 | -5% | 19% | -3%
CCN(C(=O)CN1C(=S)NC(C)(C)CC1C)c1ccc(C)c(C)c1 (stereo unspecified) | -8% | 1% | 2%
O=c1[nH]c(COc2ccccc2)nc2ccccc12 | -6% | -7% | 13%
OC12CCCCC1C(c1ccc3c(c1)OCO3)N(Cc1cccc(F)c1)CC2 (stereo unspecified) | -4% | -3% | -24%
CC1CCN(C(=O)COC(=O)c2cc(S(=O)(=O)N3CCOCC3)ccc2Cl)CC1 | 2% | 3% | 0%
CS(=O)(=O)N1CCC2(CCN(C(=O)Nc3cccc(C#N)c3)CC2)CC1 | -23% | 4% | x
CN(C)c1ccc(/C=C/C#N)cc1 | 0% | -5% | 8%
CCCN(CC(=O)Nc1ccc(F)c(F)c1F)C(=O)CCc1nc2ccccc2c(=O)[nH]1 | -4% | -3% | 2%
CCCc1[nH]nc2c1C(c1ccc(OC(=O)c3ccco3)cc1)C(C#N)=C(N)O2 (stereo unspecified) | -3% | -3% | -1%
Cc1cccc(C(=O)Nc2sc(-c3ccccc3)cc2C(=O)O)c1 | -24% | 4% | u
CCn1cc(CN2CCN(Cc3ccc(OC)c(C)c3C)C(CCO)C2)c(C)n1 (stereo unspecified) | -13% | -9% | 17%
COc1ccccc1N1CCN(S(=O)(=O)c2ccc3c4c(cccc24)C(=O)N3C)CC1 | -3% | 0% | x
CCC(C)(C)n1nnnc1C(c1cccnc1)N1CCCC(C)C1 (stereo unspecified) | 27% | 2% | 4%
CCNC(=S)N1CCC(n2cnc3ccccc32)CC1 | 4% | 8% | 18%
C=CCOc1c(CNn2nnnc2N)cccc1OC | -9% | 9% | 0%
Cn1c(=O)c(C=Nc2ccccc2)c(O)c2ccccc21 | -7% | 7% | x
Cc1cc(OCC(O)CN2CCN(c3cccc(Cl)c3)CC2)ccc1Cl (stereo unspecified) | -14% | x | -16%
Cc1ccc(C)c(S(=O)(=O)Nc2ccc(O)c(C(=O)O)c2)c1 | 1% | -2% | 1%

An excerpt from above in order of SMILES length, rising.
SMILES | KAT2A inh | N370S GC mod | FEN1 inhibitor
O=c1[nH]c(COc2ccccc2)nc2ccccc12 | -6% | -7% | 13%
CC(C)Oc1ccc(CNC(=O)c2cc3ccccn3n2)cc1 | -2% | x | -2%
CCCN(CC(=O)Nc1ccc(F)c(F)c1F)C(=O)CCc1nc2ccccc2c(=O)[nH]1 | -4% | -3% | 2%

Next section:
SMILES | KAT2A inh | N370S GC mod | FEN1 inhibitor
COc1cccc(-c2noc(CCCC(=O)N3CCOCC3)n2)c1 | -10% | 3% | -6%
Cc1ccc(-n2cnnn2)cc1Cl | -2% | 11% | -8%
NC(=O)c1ccsc1NC(=O)c1cc(=O)c2ccccc2o1 | -11% | 2% | -27%
N/C(Cc1ccc([N+](=O)[O-])cc1)=N\OC(=O)COc1ccccc1Cl | -4% | -8% | -3%
Cc1ccc(NC(=O)Cn2c(SCc3cccc(F)c3)nc3ccncc32)c(C)c1 | -2% | x | 15%
COc1ccc(-n2nnc3c(=O)n(Cc4ccccc4C)cnc32)cc1 | -4% | 23% | -1%
CCN1CCSc2ccc(C(=O)NCc3cc(Br)ccc3OC)cc21 | -8% | u | -9%
CCOc1ccc(OCC(=O)Nc2ccc(OC)cc2)cc1 | -8% | 11% | 6%
COc1cccc2cc(C(=O)Oc3ccccc3)c(=O)oc12 | -1% | 0% | -5%
CC(=O)N1CCC2(CC1)CC(=O)c1cc(OCC(=O)N3CCOCC3)ccc1O2 | -20% | u | 3%
CCN(CC)C(=O)c1[nH]cnc1C(=O)N[C@@H](CCCCNC(=O)OC(C)(C)C)C(=O)OC(C)(C)C | 3% | 7% | -11%
C=CCN(CC=C)C(=O)COC(=O)c1ccc(Sc2ncn[nH]2)c([N+](=O)[O-])c1 | -9% | -3% | -3%
COc1ccc(C2C(C(=O)NCc3ccccc3)=C(C)Nc3ncnn32)cc1OC (stereo unspecified) | -1% | 0% | 0%
COCCCn1c(=O)c2sccc2n2c(CCCC(=O)Nc3cccc(OC)c3)nnc12 | -1% | x | 18%
Cc1cccc(N2CCN(S(=O)(=O)c3cccc4nonc34)CC2C)c1 (stereo unspecified) | -6% | 7% | 6%
COC(=O)c1ccc(=O)n(-c2ccc(OC)cc2)c1 | -5% | 4% | 6%
O=c1c(-c2ccco2)[n+]([O-])c2ccccc2n1OCc1ccccc1[N+](=O)[O-] | -4% | -2% | 8%
COC(=O)c1ccc(-n2nnnc2SCC(=O)Nc2ccccc2F)cc1 | -22% | -1% | -11%
CCN(CC)CCNC(=O)c1cc2c(=O)n(C)c3ccccc3c2n1C | -2% | -1% | u
CCOc1ccc(/C=N/NC(=O)Cc2csc(Nc3cccc(C(F)(F)F)c3)n2)c(OCC)c1 | u | 5% | u
CCn1nnc(NC(=O)c2sc3ccccc3c2Cl)n1 | -2% | 4% | 2%
CCn1ncc([N+](=O)[O-])c1C(=O)Nc1ccc(C)c(C)c1 | -16% | -18% | 27%
O=[N+]([O-])c1ccc(OC(F)F)c(/C=N/n2cnnc2)c1 | 0% | 3% | -1%
N#Cc1ccccc1CN1C(=O)c2ccccc2S1(=O)=O | -22% | -2% | 19%
Cc1[nH][nH]c(=O)c1C=Nc1ccc(C(F)(F)F)cc1 | -3% | -5% | 18%

Other entries follow.
SMILES | KAT2A inh | N370S GC mod | FEN1 inhibitor
Cc1cc(=O)oc2cc(OCC(=O)OCC(=O)Nc3ccc4ccccc4c3)ccc12 | -7% | 7% | -1%
O=C(COc1ccc(/C=N/NC(=O)c2ccccc2)cc1)Nc1ccc([N+](=O)[O-])cc1 | -1% | 4% | 9%
COc1ccc(-c2c3c(=O)n(C)c(=O)n(C)c3cn2NC(C)=O)cc1 | -2% | 7% | 0%
COc1ccc(CC(=O)N(Cc2ccccc2)C(C)C)cc1 | -11% | -1% | 2%
CCN1CCN(C(CNS(=O)(=O)c2ccc(OC)cc2)c2cccnc2)CC1 (stereo unspecified) | -18% | 5% | 17%
COc1ccc2nc(SCC(=O)N3CCCCC3)c(C#N)cc2c1 | 0% | -6% | -2%
Fc1ccccc1C1c2cccn2CCN1C(=S)Nc1cccc(Br)c1 (stereo unspecified) | -10% | 2% | 10%
O=C(O)c1cc(-c2ccc(-c3c(-c4ccc5c(c4)OCO5)noc3-c3ccsc3)cc2)nc2ccccc12 | 20µM* | -9% | -23%&-15%
OCc1ccccc1O[C@@H]1O[C@H](CO)[C@@H](O)[C@H](O)[C@H]1O | -1%&1% | -5%&-5% | 5%
COc1ccc(OCC(=O)N(C)Cc2ccccc2)cc1 | 0% | -9% | -4%
Nc1nc(-c2cccs2)c(CC(=O)O)s1 | -1% | -9% | -16%
COC(=O)Oc1ccccc1C(=O)O | -3% | -2% | x
Cc1cc(C(=O)COC(=O)c2cccc(S(=O)(=O)N(C)C)c2)c(C)n1CC1CCCO1 (stereo unspecified) | -7% | -8% | 8%
O=C(CN1CCOCC1)Nc1ccc2c(c1)OCCO2 | u | 5% | 18%
O=C(CC(c1ccccc1)c1ccccc1O)N1CCCCC1 (stereo unspecified) | 3% | -7% | -1%
COc1ccc(Cc2nc(C)cc(Cl)n2)cc1[N+](=O)[O-] | 0% | 0% | 7%
O=C(O)c1ccc(N2C(=O)CCCC2=O)cc1 | -1% | 4% | 20%
Cc1occc1C(=O)NC(C)C(C)(C)C (stereo unspecified) | x | -14% | 0%
O=C(COC(=O)c1ccccc1NCCO)NNC(=O)c1cccs1 | -10% | u | 0%
COc1cc2c(C(=O)N3CCN(c4cc(Cl)ccc4C)CC3)cn(CC(C)C)c(=O)c2cc1OC | 1% | x | -7%
CCOC(=O)[C@H]1[C@H]2COc3ccccc3[C@@H]2N2C(=O)c3ccc(Cl)cc3NC(=O)[C@@]12C | -5% | 2% | -1%
CC(OC(=O)c1cccc(S(=O)(=O)N(C)C)c1)C(=O)NCc1ccc2c(c1)OCO2 (stereo unspecified) | -6% | 1% | 7%
CCSc1nnc(NC(=O)c2ccc(Br)s2)s1 | -10% | -4% | -4%
CCOC(=O)N1CCN(C(=O)c2cc3ccc(OC)cc3[nH]2)CC1 | 3% | -5% | 1%
O=C(CNc1n[nH]c(=O)[nH]c1=O)N/N=C/c1cccnc1 | -2% | 1% | 23%

Exported with tabs: part of the list above.
compound	KAT2A inh	N370S GC mod	FEN1 inhibitor
Cc1occc1C(=O)NC(C)C(C)(C)C (stereo unspecified)	x	-14%	0%
O=C(COC(=O)c1ccccc1NCCO)NNC(=O)c1cccs1	-10%	u	0%
COc1cc2c(C(=O)N3CCN(c4cc(Cl)ccc4C)CC3)cn(CC(C)C)c(=O)c2cc1OC	1%	x	-7%
CCOC(=O)[C@H]1[C@H]2COc3ccccc3[C@@H]2N2C(=O)c3ccc(Cl)cc3NC(=O)[C@@]12C	-5%	2%	-1%
CC(OC(=O)c1cccc(S(=O)(=O)N(C)C)c1)C(=O)NCc1ccc2c(c1)OCO2 (stereo unspecified)	-6%	1%	7%
CCSc1nnc(NC(=O)c2ccc(Br)s2)s1	-10%	-4%	-4%

The results go on.
SMILES | KAT2A inh | N370S GC mod | FEN1 inhibitor
O=C(CSc1nncn1-c1ccccc1F)NC1CC1 | -3% | x | -1%
COc1cccc(C=Nc2cc(C)cc(C)c2)c1O | 0% | -4% | -5%
O=C1C2C3C=CC(C3)C2C(=O)N1c1ccc(-c2nc3ccccc3o2)cc1 (stereo unspecified) | -1% | -23% | 0%
CC(C)Cn1c(N)c(C(=O)CSc2nc3ccccc3n2C)c(=O)n(C)c1=O | -3% | 14% | -11%
S=c1[nH]nc(-c2ccco2)n1/N=C/c1cccc(Cl)c1Cl | -6% | -5% | -16%
O=C(CSc1nc2ccccc2s1)N1c2ccccc2Sc2ccc(Cl)cc21 | -6% | 18% | 2%
CCCCOCCCNC(=O)N[C@@H](CCSC)C(=O)OC | 1% | 1% | -4%
COc1ccc(-c2onc(C)c2C)cc1S(=O)(=O)NCc1cccs1 | -6% | x | -2%
O=C(CN1CCN(Cc2ccccc2)CC1)Nc1ccc(N2CCOCC2)cc1 | -6% | 1% | -2%
CCc1nnc(NC(=O)CSCc2cc(=O)c3ccc(C)cc3[nH]2)s1 | -1% | x | 8%
CCN1CCN(Cc2ccc(NC(=O)c3ccc(C)c(NC(=O)N4CCNC4=O)c3)cc2C(F)(F)F)CC1 | -3%&-13% | -12%&-7% | 3%&2%
Cc1ccc(S(=O)(=O)CCSc2cccc(C(=O)O)c2)cc1 | 2% | -5% | 19%
CCOC(=O)N(NC(=O)C(O)(c1ccccc1)c1ccccc1)c1ccccc1 | -7% | 7% | -5%
COc1ccccc1N1CCN(C(=O)NCc2cccc(C(F)(F)F)c2)CC1 | -9% | -6% | -2%
COCCNC(=O)c1onc(CSc2cc(C)cc(C)c2)c1C(=O)O | -5% | 8% | 21%
COc1cc(/C=N/NC(=O)c2ccc3c(c2)OCCO3)c(Br)c(Br)c1O | -8% | -10% | u
CC(=O)Oc1ccc(N(C(C)=O)S(=O)(=O)c2ccc(C)cc2C)c2ccccc12 | 0% | -14% | 10%
CC(=O)c1ccc(N2CCN(C(=O)c3ccco3)C(C)C2)c(F)c1 (stereo unspecified) | -11% | 4% | -10%
Cc1ccc(CN(CC(=O)NC2CCCC2)C(=O)c2csnn2)cc1 | 0% | -19% | 1%
CC(C)(C)c1nc(CN2CCOCC2)ccc1O | -6% | -2% | 1%
O=C(c1ccc(CSc2nc3ccncc3[nH]2)cc1)N1CCN(c2cccc(Cl)c2)CC1 | -2% | 15% | 8%
COc1ccc(CC(=O)N2CCC(c3ccccc3)C2)cc1 (stereo unspecified) | 11% | -5% | 18%
COC(=O)Cc1nnc(NC(=O)c2ccccc2)s1 | -5% | 3% | 4%
C=CCOc1ccc(CNCCc2ccc(S(N)(=O)=O)cc2)cc1 | -2% | -10% | -13%
N#CCCn1cc(C(=O)Nc2ccc([N+](=O)[O-])cc2)c(-c2cc3ccccc3o2)n1 | 1% | 1% | -6%

For convenience, some entries already given:
SMILES | KAT2A inh | N370S GC mod | FEN1 inhibitor
O=C(CSc1nncn1-c1ccccc1F)NC1CC1 | -3% | x | -1%
COc1cccc(C=Nc2cc(C)cc(C)c2)c1O | 0% | -4% | -5%

Screening data as filed in PubChem.
